M1 ag: human M1 muscarinic receptor agonism | P11229 | CHO-K1 hM1, Fluo-8 calcium fluorescence, agonist mode; 0% DMSO, 100% acetylcholine EC100 | activation, % at 3 µM | hit rate 0.33% among 360,000;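 active = activation above the run's mean compound activation plus 3 SD, cut at about 16% in these data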;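 note: peak over basal fluorescence ratio within a 140 s kinetic read after compound addition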
Target sequence (P11229 whole entry, looked up): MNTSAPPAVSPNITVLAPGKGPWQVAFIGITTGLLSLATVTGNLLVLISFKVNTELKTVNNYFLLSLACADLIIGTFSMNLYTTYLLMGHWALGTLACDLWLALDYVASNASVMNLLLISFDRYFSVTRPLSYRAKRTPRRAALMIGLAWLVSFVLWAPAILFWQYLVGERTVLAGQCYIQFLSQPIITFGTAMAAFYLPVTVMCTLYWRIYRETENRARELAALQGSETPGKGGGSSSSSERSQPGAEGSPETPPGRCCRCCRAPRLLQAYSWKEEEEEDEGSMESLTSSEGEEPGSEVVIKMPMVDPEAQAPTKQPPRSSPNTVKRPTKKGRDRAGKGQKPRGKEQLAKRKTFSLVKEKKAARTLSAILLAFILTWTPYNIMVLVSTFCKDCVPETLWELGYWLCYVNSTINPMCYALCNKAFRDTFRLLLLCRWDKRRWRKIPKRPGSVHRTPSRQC
CHRM1 antagonist: antagonists of human M1 muscarinic receptor | P11229 | CHO-K1 hM1, Fluo-8 calcium fluorescence, ACh EC80 antagonist | inhibition, % at 3 µM | hit rate 1.3% among 360,000 | AID 588852;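 active = percent inhibition above its own plate's cutoff, namely the mean of that plate's compound wells plus 3 SD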;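 note: peak over basal fluorescence ratio during 140 s after agonist addition; 0% = ACh EC80 plus DMSO and 100% = DMSO alone without agonist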
OXTR agonist: agonists of human oxytocin receptor. CHO-OTR cells, Fluo-8 calcium fluorescence; normalized: DMSO 0%, oxytocin 100%. AID 2435. hit rate 0.32% among 320,000. activation, % at 3 µM. P30559;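 active = activation above the mean of all tested compounds plus 3 SD, cutoff set per screening run, cut at about 20% in these data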;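 note: peak over basal fluorescence ratio from a 100 s FLIPR kinetic read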
V1aR counter: V1a receptor agonism, counter-screen for OXTR agonists; P37288; CHO-V1R cells, Fluo-8 calcium fluorescence, agonist mode; 0% DMSO, 100% 3 nM vasopressin; activation, % at 3 µM; hit rate 0.25% among 320,000; AID 2797;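 active = activation above the mean activation of all tested compounds plus 3 SD, per screening run, cut at about 20% in these data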;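 note: signal is peak over basal fluorescence ratio across a 100 second FLIPR read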
Target sequence (P37288 whole entry, looked up): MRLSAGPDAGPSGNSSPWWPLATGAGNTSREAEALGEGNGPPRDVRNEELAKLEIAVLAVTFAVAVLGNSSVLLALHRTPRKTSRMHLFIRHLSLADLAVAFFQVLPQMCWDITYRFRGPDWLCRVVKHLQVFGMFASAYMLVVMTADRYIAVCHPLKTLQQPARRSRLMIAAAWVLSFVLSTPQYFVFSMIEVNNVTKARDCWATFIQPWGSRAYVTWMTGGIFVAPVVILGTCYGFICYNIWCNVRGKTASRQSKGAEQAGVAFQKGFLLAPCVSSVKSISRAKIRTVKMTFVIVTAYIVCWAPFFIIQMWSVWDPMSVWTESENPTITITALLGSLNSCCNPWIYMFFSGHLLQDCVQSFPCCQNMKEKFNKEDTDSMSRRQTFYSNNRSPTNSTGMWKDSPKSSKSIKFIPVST
TAAR1 antag: human TAAR1 antagonism; Q96RJ0; CHO RD-HGA16 TAAR1, Fluo-8 calcium fluorescence, antagonist; hit rate 1.5% among 360,000; inhibition, % at 3 µM;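 active = inhibition above a per-plate cutoff, the mean inhibition of test compounds on that plate plus 3 SD, cut at about 49% in these data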;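 note: 0% = DMSO plus EC80 beta-PEA response and 100% = DMSO alone without agonist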
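System: RD-HGA16 CHO cells with stable hTAAR1 and Gα16 | Probe or stimulus: EC80 β-phenethylamine stimulus | Dosing: 3 µM, single point | Times: Dye loading 75 min at 37 °C, then 30 min room temperature | Measured by: Fluo-8 calcium-sensitive fluorescence | Read-out basis: % inhibition of agonist calcium response | Replicates: n of 1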
OXTR potentiator: potentiates the human oxytocin receptor response | P30559 | CHO-OTR cells, Fluo-8 calcium fluorescence, potentiator mode; 0% = oxytocin EC15, 100% = EC100 | activation, % at 3 µM | hit rate 0.061% among 320,000 | AID 2445;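 active = activation above that plate's cutoff, the mean activation of tested compounds plus 3 SD, cut at about 6.6% in these data, passing the limit was not always enough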;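 note: 100% uses oxytocin at 75 nM as the full agonist control; some results filed as inactive read as strong as hits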
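Assay system: CHO cell line stably expressing human OTR | Also added: Oxytocin at about EC15, sub-maximal agonist stimulus | Times: Compound 6 min at room temperature before oxytocin, 100 s read | Measured by: Fluo-8 intracellular calcium fluorescence, ex 470-495, em 515-575 nm | Controls: EC15 oxytocin alone as 0%, 75 nM oxytocin as 100%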
CHRM1 PAM: human CHRM1 positive allosteric modulation. activation, % at 3 µM. CHO-K1 hM1, Fluo-8 calcium fluorescence, ACh EC20; 0% = ACh EC20, 100% = maximal ACh. hit rate 0.088% among 360,000. P11229; in the data active = activation above about 19%, passing the limit was not always enough
TAAR1 agonist: human TAAR1 agonism; CHO RD-HGA16 TAAR1, Fluo-8 calcium fluorescence; vehicle wells 0%, saturating PEA agonist 100%; activation, % at 3 µM; Q96RJ0; hit rate 0.99% among 360,000;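 active = activation above the mean activation of all test compounds in the run plus 3 SD, cut at about 38% in these data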
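Test system: RD-HGA16 (CHO) cells co-expressing Gα16 and hTAAR1 / Benchmarks: DMSO vehicle as 0%, PEA at EC100 as 100% / Repeats: no replicates (n 1) / Measure: % activation from peak over basal fluorescence ratio, DMSO-to-PEA scaled / Timing: 17-24 h plating, Fluo-8 75 min 37 °C, 30 min RT / Technique: kinetic Fluo-8 calcium fluorescence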
CHO parental Ca: counter-screen for OX1R antagonists: effect in parental CHO cells; AID 463079; inhibition, % at 5.6 µM; parental CHO-K1, ATP-induced calcium, Fluo-8 fluorescence; hit rate 0.63% among 330,000;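 active = inhibition above that plate's mean sample inhibition plus 3 SD, cut at about 26% in these data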;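 note: 0% = ATP-challenged DMSO wells and 100% = DMSO wells without ATP; some compounds past the cut are filed as inactive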
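Material: Parental CHO cells | Reagent: ATP | Compound dosing: Single nominal dose of 5.6 µM per compound | Detection: Intracellular calcium via Fluo-8 no-wash fluorescent dye | Read-out: % inhibition of ATP-induced calcium mobilization | Benchmarks: Low control ATP plus DMSO, high control DMSO only | Replicates: Singlicate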
The depositor's hits bear a star; nt = no result given. Hits appear at their usual frequency, and some 3.7% of all compounds hit somewhere here.

SMILES	M1 ag	CHRM1 antagonist	OXTR agonist	V1aR counter	TAAR1 antag	OXTR potentiator	CHRM1 PAM	TAAR1 agonist	CHO parental Ca
O=C(Nc1ccc(-n2cccn2)cc1)C1CCN(Cc2ccsc2)CC1	-4	-18	0.7	1.3	4	-9	11	2	-9
CC(=O)c1sc(Nc2cccc3ccccc23)nc1C	-5	-10	-3.4	-1.7	-25	-3	3	-3	-10
Cc1ccc(Cn2nnc3c(=O)n(Cc4cccc(C)c4)cnc32)cc1	-5	-22	0.9	2.1	43	-7	-6	12	-9
CCN(c1ccccc1)S(=O)(=O)c1ccc(C(=O)Oc2ccc(C(C)=O)cc2)cc1	-6	-2	4.1	4.2	28	-9	-2	1	-7
CCCCN(C)C(=O)c1cn(CC)c2ccc(S(=O)(=O)N(C)C)cc2c1=O	-4	-22	-0.1	0.2	-19	1	12	4	-4
Cc1ccc(C(=O)N2c3ccccc3NC(=O)C2C)cc1 (configuration not stated)	-14	0	-0.8	0.3	-5	-20	-5	12	-16
Cc1cccc(C)c1NC(=O)C1(N(Cc2ccco2)C(=O)CC2NC(=O)NC2=O)CCCCC1 (configuration not stated)	-2	-34	-0.6	0.2	11	-7	7	9	-12
COc1ccc(Br)c(C(=O)Nc2ccc(F)cc2)c1	-6	-4	-1.2	0.6	-19	-5	3	0	4
COc1ccccc1CNC(=O)C1(c2ccc(Cl)cc2)CC1	-6	-2	-2.5	-2.0	3	8	4	6	-9
CN(C)c1ccc(C=NN2C(=O)CSC2=S)c(Cl)c1	3	6	nt	nt	-4	nt	-5	5	nt
CCOc1ccc(NC(=O)CN(C)C(=O)C2CCN(C(=O)Nc3ccccc3)CC2)cc1OCC	-2	-10	nt	nt	-10	nt	8	4	nt
O=C(CSc1ccccc1C(=O)O)c1ccccc1	0	13	-0.2	0.1	2	-6	-4	0	-6
COc1ccc(OC)c(NC(=O)NCCN2CCN(c3ccccc3)CC2)c1	-7	1	-1.1	0.6	-20	-10	0	13	6
Cc1ccc(S(=O)(=O)N2CCC(C(=O)N[C@@H](C)C(=O)NCc3ccccc3)CC2)cc1	-4	5	-1.1	0.3	-1	4	3	20	-14
CCN(CC)S(=O)(=O)c1ccc(C)c(NC(=O)CNCCN(C(C)C)C(C)C)c1	-8	-1	-0.1	-0.1	-11	-4	1	2	7
Cc1cc(OC(=O)c2ccc(S(=O)(=O)N3CCCC3)cc2)c([N+](=O)[O-])c(=O)[nH]1	-3	8	0.0	0.9	1	-2	5	12	-4
O=C(CC1OC(=O)c2ccccc21)Nc1cc(S(=O)(=O)N2CCOCC2)ccc1OCC(F)(F)F (configuration not stated)	-2	-15	-0.8	0.7	-7	-14	8	1	-10
O=C(CCc1ccccc1)Nc1ccc2ccccc2n1	-9	1	-2.2	-0.1	7	-5	4	2	-5
CCOc1ccc(CCN2C(=S)N([C@@H](CC(C)C)CN3CCC[C@@H]3CN3C(=S)NC[C@@H]3Cc3ccc(O)cc3)C[C@@H]2Cc2ccc(O)cc2)cc1	-7	-6	nt	nt	-28	nt	10	3	nt
CC1(C)Cc2ccccc2C(N/N=C/c2ccc(Cl)cc2)=N1	-4	-18	-1.7	-1.1	-8	-3	6	6	-30
O=C(COC(=O)C1CCN(c2ccc(C(F)(F)F)cn2)CC1)NCc1ccccc1	-4	-4	7.2	0.8	-26	-6	-1	0	-21
Cc1ccc(NC(=S)N2CCCCCC2)cc1	-3	19	-0.1	-0.1	-15	1	-5	-1	6
O=C(OCC(=O)N1CCc2ccccc2C1)c1ccc(N2CCOCC2)c([N+](=O)[O-])c1	-6	-2	1.7	5.2	-17	-9	4	7	-8
CN(C)c1cccc(-c2csc(N3CCC(C(N)=O)CC3)n2)c1	-5	-3	0.1	0.6	1	-2	2	-1	-11
CSCCC(NC(=O)c1cccc(C)c1)C(=O)OCN1C(=O)c2ccccc2C1=O (configuration not stated)	-3	-12	-1.4	-1.3	-14	0	8	0	-32
The list goes on:
SMILES	M1 ag	CHRM1 antagonist	OXTR agonist	V1aR counter	TAAR1 antag	OXTR potentiator	CHRM1 PAM	TAAR1 agonist	CHO parental Ca
NC(=O)c1cc(S(=O)(=O)Nc2cccc(F)c2)co1	-2	1	0.3	0.6	4	8	4	0	4
C=CCc1cccc2cc(C(=O)OCC(=O)c3ccccc3)c(=O)oc12	-4	-7	-0.5	0.1	8	-18	5	3	-24
CC(=O)Nc1ccc(N(C(=O)CNC(=O)c2cccs2)C(C(=O)NC(C)(C)C)c2ccccc2)cc1 (configuration not stated)	-3	-28	0.7	0.2	-17	7	8	0	-9
N#CCCN(C(=O)COC(=O)c1n[nH]c2ccccc12)c1ccccc1	-1	12	3.4	1.1	-9	2	-4	7	-5
Cc1nc2cc(NC(=O)N(C)c3ccc4ccccc4c3)ccc2o1	-4	-2	-0.2	0.1	-5	-5	1	2	-9
CCOC(=O)N1CCN(C(=O)/C(=C/c2cccs2)NC(=O)c2cccs2)CC1	-7	-9	-0.9	-1.0	6	-12	10	15	-17
CSc1ncnc2c1ncn2CCCN1CCN(C(=O)C2CC2)CC1	-1	-25	nt	nt	-9	nt	22	1	nt
Cn1nc(C(F)(F)F)c2cc(NC(=O)OCc3ccc(C(C)(C)C)cc3)sc21	13	-28	nt	nt	-2	nt	10	13	nt
CCCCOC(=O)CSc1nnc(N)s1	-4	2	-0.5	0.9	3	5	2	-1	-1
CCCC(C(=O)NC1CCCC1)N(C(=O)c1snc(C(N)=O)c1N)c1ccc(F)cc1 (configuration not stated)	-6	0	nt	nt	-20	nt	-2	-5	nt
COc1ccc(C(=O)COC(=O)CCc2ccccc2)cc1	-1	-11	-1.8	-0.2	-36	-5	20	-1	3
CN(C)S(=O)(=O)NCCNC(=O)c1cc(OCC(F)(F)F)ccc1OCC(F)(F)F	-8	-14	-0.7	-1.2	-5	-13	13	4	-3
Cc1ccc(Nc2nc(CSc3nnc(-c4ccncc4)n3C)cs2)cc1	-10	-3	-2.3	1.5	-4	0	0	-2	-26
CCC(=O)Nc1nnc(CSCc2ccccc2)s1	-2	-14	4.5	1.9	-7	-9	8	9	-10
CCC(C)NC(=O)C1CCCCN1S(=O)(=O)c1ccc(F)cc1 (configuration not stated)	-5	-5	-0.9	-0.3	7	1	-1	3	-18
COc1ccc(C(=O)O)cc1S(=O)(=O)N1CCN(c2ccccn2)CC1	-1	-10	0.5	-0.5	-7	-10	16	1	-2
Cc1cc(=O)oc2cc(OC(=O)c3ccco3)ccc12	-1	-6	nt	nt	12	nt	9	2	nt
O=C(COC(=O)c1cncc(Br)c1)NCc1ccc(F)cc1	-4	4	-1.9	-0.8	-27	-7	5	4	7
COc1ccccc1-c1ccc(SCC(=O)NCCc2ccccc2)nn1	-7	0	-0.8	-0.3	-25	2	1	15	-14
Cc1ccc(-c2ccc(SCC(=O)N3CCc4ccccc43)nn2)cc1	nt	nt	-1.7	-0.3	nt	-1	nt	nt	-11
COc1ccc(N2CCN(C(=O)C3Cc4ccccc4CN3C(=O)c3ccccc3)CC2)cc1 (configuration not stated)	-7	8	-2.0	-2.1	3	-9	1	-2	-29
CCOC(=O)c1cc(-c2csc(N/N=C/c3ccccc3Cl)n2)on1	-3	-6	-2.3	0.1	10	-5	5	2	-10
CC(C)(C)c1ccc(C(=O)N2CCN(c3ncccn3)CC2)cc1	-6	7	-0.9	1.1	7	-10	-6	2	2
CN(C)c1ccc(CNC(=O)C2(C)Cc3c(-c4cccc(C(F)(F)F)c4)ccnc3O2)cc1 (configuration not stated)	-6	-11	nt	nt	-41	nt	4	2	nt
CCCC(O)(CCC)C(=O)NN(C(=O)CCl)c1cccc(C)c1	-5	-10	-1.0	0.1	-3	3	9	2	2
Carrying on.
SMILES	M1 ag	CHRM1 antagonist	OXTR agonist	V1aR counter	TAAR1 antag	OXTR potentiator	CHRM1 PAM	TAAR1 agonist	CHO parental Ca
COc1ccc(CCNC(=O)/C=C/C(=O)O)cc1OC	-3	-6	0.0	0.3	-13	2	8	41*	-3
CC(C)(C)c1ccc(-c2noc(CCC(=O)NCc3ccco3)n2)cc1	-4	9	2.7	2.2	3	-8	-3	-1	-14
COc1cccc(-c2nc(CS(=O)(=O)CC(=O)NCCCc3ccccc3)c(C)o2)c1	-3	40*	4.0	3.1	-17	-14	-21	22	-24
COCc1c(C(=O)N/N=C(/C)c2ccccc2)nnn1-c1nonc1N	-2	-3	1.0	6.9	-8	-5	7	6	-3
O=C(O)c1ccc([N+](=O)[O-])cc1	1	-4	nt	nt	-15	nt	2	15	nt
COc1cccc(/C=N/NC(=O)c2ccccc2N(Cc2ccccc2)S(=O)(=O)c2ccccc2)c1OC	-3	10	-0.3	1.2	29	-10	-12	10	-20
O=C(NC1CCCCC1)C(c1ccc(Cl)cc1)N1CCC2(CC1)OCCO2 (configuration not stated)	-2	-7	-0.6	0.2	-10	-10	6	18	-2
Cc1cccc(NC(=S)N2CCCCCC2)c1	-8	-6	-0.4	0.3	2	-2	4	0	-8
O=C(CSc1nc2nc3c(cc2c(=O)n1-c1ccccc1)CCCC3)Nc1ccccc1	-8	-1	-2.4	-0.8	10	-10	-1	5	-20
Cc1ccc(OC(=S)Nc2ccc(F)cc2)cc1	4	-19	0.3	1.5	-8	-11	13	7	10
COc1cc(CN2CCC(n3nccc3NC(=O)c3ccc4c(c3)OCO4)CC2)ccc1O	-1	-13	0.3	0.1	18	-12	13	0	4
COc1ccc(-c2csc(NC(=O)CSc3n[nH]c(N)n3)n2)cc1	0	14	-0.5	0.0	-5	-11	-1	3	18
CC(=O)c1cccc(NC(=O)C2CCCN2S(=O)(=O)c2cccs2)c1 (configuration not stated)	7	-7	nt	nt	-11	nt	19	2	nt
N/C(=N/OC(=O)c1ccccc1Cl)c1nonc1N	-4	-6	-1.4	-0.4	4	-12	3	2	-7
N#Cc1ccsc1NC(=O)CSc1nncs1	-2	9	2.0	2.3	-20	1	-5	25	-3
COc1cccc(C(=O)N2CCN(C(=O)C3COc4ccccc4O3)CC2)c1 (configuration not stated)	0	4	0.3	1.4	-28	-5	0	9	-16
Cc1cc(C)cc(NC(=S)N2CCN(S(=O)(=O)c3ccccc3)CC2)c1	-5	-8	nt	nt	9	nt	1	-1	nt
